Bioassay records deposited in PubChem by National Center for Advancing Translational Sciences (NCATS).
KB-V1 MDR tox = qHTS assay for MDR1-selective chemotherapeutics: Primary screen using the drug-selected MDR subline cells KB-V1. KB-V1 MDR cells viability, CellTiter-Glo, 72 h. Potency, µM (top dose mostly 46.1 µM), without a hit: at the highest dose activity change, negative = cytotoxicity, hits mostly cytotoxic. 400,000 tested, 3.4% active; note: potency is the fitted concentration of half-maximal effect; % is set by controls: 0 for no effect and ±100 for the full control effect; nearly all actives have a fitted effect of over 60% in size
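Following 72 h at 37 degrees C with compound, KB-V1 cell viability was read by CellTiter-Glo luminescence, medium being phenol-red-free DMEM plus 10% FBS; concentration-response parameters came from normalized, curve-fitted qHTS data.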
GLP-1R agonist = qHTS of GLP-1 Receptor Agonists. HEK293 GLP-1R CRE-luciferase, luminescence, 4-6 h; cells express a hypersensitive GLP-1R form. Potency, µM (series often up to 45.6 µM), without a hit: at the top dose activation, usual class: activators. 380,000 tested, 0.007% active; note: potency is the fitted concentration of half-maximal effect; % of control where 0% means no effect
Target sequence (P43220 whole entry, looked up): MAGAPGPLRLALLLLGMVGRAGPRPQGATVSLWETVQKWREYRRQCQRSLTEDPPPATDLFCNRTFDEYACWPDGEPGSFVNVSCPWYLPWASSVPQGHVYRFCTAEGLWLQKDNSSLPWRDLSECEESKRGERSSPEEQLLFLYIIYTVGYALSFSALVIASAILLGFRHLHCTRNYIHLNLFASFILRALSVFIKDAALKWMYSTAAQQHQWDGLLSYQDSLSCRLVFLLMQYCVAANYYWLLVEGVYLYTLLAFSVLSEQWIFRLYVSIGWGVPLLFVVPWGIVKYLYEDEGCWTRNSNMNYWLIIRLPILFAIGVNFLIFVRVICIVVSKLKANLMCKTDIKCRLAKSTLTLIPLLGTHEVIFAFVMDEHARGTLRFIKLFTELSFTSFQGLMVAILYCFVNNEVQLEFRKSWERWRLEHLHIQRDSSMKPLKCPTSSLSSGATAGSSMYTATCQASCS
KB-3-1 tox = qHTS assay for MDR1-selective chemotherapeutics: Primary screen using the parental adenocarcinoma cell KB-3-1; KB-3-1 viability, CellTiter-Glo ATP luminescence, 72 h; Potency, µM (series often up to 46.1 µM), inactives show at the top dose activity change, negative = cytotoxic, actives largely listed as cytotoxic; 400,000 tested, 1.4% active; note: potency is the fitted concentration of half-maximal effect; % is set by controls: 0 for no effect and ±100 for the full control effect; nearly all actives have a fitted effect of over 60% in size
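KB-3-1 cells, DMEM (no phenol red) + 10% FBS; compound by pin transfer, 72 h, 37 °C. Readout: CellTiter-Glo luminescence after 10 min. Data normalized, curve-fitted.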
SW480 rereplic = A quantitative high throughput screen for small molecules that induce DNA re-replication in SW480 colon adenocarcinoma cells; SW480 DNA re-replication, Hoechst DNA content imaging, 48 h; Potency, µM (series often up to 46.1 µM), without a hit: at the top dose re-replication activation, hits mostly activators; 340,000 tested, 1.8% active; note: potency is the fitted concentration of half-maximal effect; % of control where 0% means no effect; nearly all actives have a fitted effect of over 55% in size
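DNA re-replication was detected as more nuclei of elevated Hoechst intensity after 48 hr exposure to compound (23 nL pinned per well of 250 cells).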
D3 antag = qHTS of D3 Dopamine Receptor Antagonist: qHTS; D(3) dopamine receptor (Homo sapiens), P35462; D3R cells, DiscoveRx beta-arrestin luminescence, antagonist mode; stronger effect = lower value; 360,000 tested, 2.5% active; max response, negative = inhibition, %; in the data active = max response below about -50%; inconclusive = no clear call, values can overlap the other calls; note: % is set by controls: 0 for no effect and ±100 for the full control effect; mostly tested at two doses, the higher about 12 µM
Target sequence (P35462 whole entry, looked up): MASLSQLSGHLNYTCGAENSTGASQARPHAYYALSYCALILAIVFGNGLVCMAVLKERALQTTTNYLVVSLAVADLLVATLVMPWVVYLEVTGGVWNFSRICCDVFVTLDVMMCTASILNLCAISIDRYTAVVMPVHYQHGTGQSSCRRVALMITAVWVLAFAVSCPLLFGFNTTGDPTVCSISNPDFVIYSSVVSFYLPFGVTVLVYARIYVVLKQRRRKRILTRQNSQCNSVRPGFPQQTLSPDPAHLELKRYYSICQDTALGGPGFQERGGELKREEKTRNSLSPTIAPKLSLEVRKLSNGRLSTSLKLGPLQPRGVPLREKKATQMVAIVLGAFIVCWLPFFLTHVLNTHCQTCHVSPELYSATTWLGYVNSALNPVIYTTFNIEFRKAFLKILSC
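Cells plated overnight at 1500 cells/well, then exposed to library compounds with dopamine controls for 90 minutes at 37 degrees C. DiscoveRx reagent added for 30–60 minutes at room temperature; luminescence read, quantitative HTS format.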
HT1080-NT tox = qHTS for induction of synthetic lethality in tumor cells producing 2HG: qHTS for the HT-1080-NT fibrosarcoma cell line; AID 686970, 2013; Potency, µM (series often up to 46.1 µM), inactives show top-dose activity, negative = less viability, hits mostly cytotoxic; 360,000 tested, 1.6% active; HT-1080-NT fibrosarcoma viability, CellTiter-Glo ATP luminescence, 48 h;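 note: NT is the 2HG producing partner of a matched IDH1 knockdown line; potency is the fitted concentration of half-maximal effect; 0% = DMSO-treated cells and -100% = media-only wells without cells; nearly all actives have a fitted effect of over 55% in size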
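750 cells/well, RPMI + 5% FBS; 2 h settle, compound pin-transfer, 48 h at 37 degrees C. CellTiter-Glo 10 min RT, luminescence. Normalized to DMSO and media-only wells.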
HT1080 IDH1KD tx = qHTS for induction of synthetic lethality in tumor cells producing 2HG: qHTS for the HT-1080-IDH1KD cell line. 360,000 tested, 2% active. AID 686971, 2013. Potency, µM (titrated, usually from 46.1 µM), inactives show at the highest dose activity, negative = toxicity, usual class: cytotoxic. HT-1080 IDH1 knockdown viability, ATP luminescence, 48 h;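 note: potency is the fitted concentration of half-maximal effect; 0% = DMSO wells and -100% = cell-free medium wells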
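Assay cells: HT-1080 with IDH1 knockdown, 750 per well, RPMI/5% FBS. Exposure: 48 h at 37 °C following 2 h pre-incubation. Read: CellTiter-Glo luminescence; fitted concentration-response, curve class assigned.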
D3 ag = qHTS of D3 Dopamine Receptor Agonist: qHTS; D(3) dopamine receptor (Homo sapiens), P35462; D3R DiscoveRx beta-arrestin cells, luminescence, 90 min; 410,000 tested, 0.58% active; max activation, %; in the data active = max activation above about 30%; note: 0% is about no effect; mostly tested at two doses, the higher about 12 µM
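Agonist-mode cell screen: cells plated at 1500/well and incubated overnight at 37 °C, then exposed to library compounds for 90 min at 37 °C. Detection reagent was added for 30–60 min at room temperature, and luminescence was read.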
IL1B secr inh = qHTS for Inhibitors of Inflammasome Signaling: IL-1-beta AlphaLISA Primary Screen. 360,000 tested, 4.7% active. activity change, % at 57.5 µM. THP-1 LPS/ATP IL-1B secretion, AlphaLISA, 16 h; stronger effect = lower value; in the data active = activity change below about -50%; inconclusive = mostly about -30% to -49%; note: % is set by controls: 0 for no effect and ±100 for the full control effect
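THP-1 cells pretreated 1 hr with compounds (up to 57.5 uM final), then stimulated with LPS (250 ng/mL final) plus ATP (1.25 mM final); secreted IL-1B measured by AlphaLISA after 16 hr, decreased signal indicating inhibition.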
* = called active by the depositor; i = inactive; u = inconclusive; x = no result given; [ ] = another dose, or the depositor's remark. Unless noted, calls come from the whole dose curve; as a rule, active = well fitted curve in the direction sought with a large enough effect; inconclusive = small, poorly fitted or top-dose-only effect, or another doubt; inactive = no such curve, though single readings can be large; an effect the other way counts as inactive or inconclusive.

Order of results: KB-V1 MDR tox	GLP-1R agonist	KB-3-1 tox	SW480 rereplic	D3 antag	HT1080-NT tox	HT1080 IDH1KD tx	D3 ag	IL1B secr inh
> CC(=O)c1c(C)[nH]c(C(=O)OCC(=O)Nc2cccc(S(=O)(=O)N3CCCC3)c2)c1C
  u	-1%	2.3µM*	-6%	44	6%	-24%	4	36
> COc1ccccc1/C=C/C=N/n1c(-c2cc(-c3ccccc3)n[nH]2)n[nH]c1=S
  5%	7%	14%	-5%	-26	-6%	-5%	-13	16
> Cc1cc(C)n(CC(=O)n2c3c(c4ccccc42)CCCC3)n1
  24%	2%	-6%	1%	10	u	-28%	0	34
> Cc1cccc(C(=O)OCC(=O)Nc2ccccc2C(=O)NC2CC2)c1
  -7%	-4%	5%	-13%	-1	1%	-1%	5	12
> Cc1noc(C)c1CSc1nnc(-c2ccccc2F)n1CCc1ccccc1
  u	5%	-14%	1%	18	2%	0%	-2	0
> COc1ccc(S(=O)(=O)N2CCCCCC2)cc1NC(=O)CC1OC(=O)c2ccccc21 (configuration not stated)
  -23%	3%	0%	0%	8	-5%	-12%	-12	13
> COc1ccccc1NC(=O)C(C)OC(=O)c1cc2ccccc2[nH]1 (configuration not stated)
  -3%	9%	u	0%	45	u	-26%	5	51
> O=S(=O)(NCc1ccc(Cl)cc1)NCc1ccc(Cl)cc1
  1%	3%	9%	-1%	-10	2%	0%	1	-13
> O=C(NCCCN1CCN(c2ccc(F)cc2)CC1)c1cc2c(s1)-c1ccccc1OC2
  u	0%	-16%	x	x	x	x	-17	x
> CN(Cc1cnn(C)c1)C(=O)C1CCC(=O)N(Cc2cccc(C(F)(F)F)c2)C1 (configuration not stated)
  -5%	-17%	0%	-5%	-18	1%	6%	-3	4
> CC1(C)NC(=O)N(CC(O)COc2cc3ccccc3cc2C(=O)N2CCCCC2)C1=O (configuration not stated)
  -18%	1%	4%	-5%	3	13%	-1%[9.24 µM]	-5	9
> CCOC(=O)C1=C(C)NC(=O)CC1c1cc2c(cc1Br)OCO2 (configuration not stated)
  -12%	1%	u	-4%	-51*	-9%	-2%	4	7
> COc1cccc(/C(C)=N/NC(=O)Cc2c(C)[nH][nH]c2=O)c1
  0%	-1%	4%	-1%	4	5%	2%	1	6
> COC(=O)CSc1cc(C)nc(NC(C)=O)n1
  26%	1%	0%	-9%	-21	-1%	1%	0	0
> CCCc1nc2oc3c(NCCN4CCOCC4)ncnc3c2c2c1CCCC2
  1.8µM*	13%	3%	2%	11	-2%	-9%	1	-18
> COc1cccc(NC(=O)N2CCC(NC(=O)C(Cc3ccccc3F)NC(C)=O)CC2)c1 (configuration not stated)
  7%	-4%	-3%	-3%	11	5%	1%	5	21
> Cc1cccc(C)c1NC(=O)Cn1nc(-c2ccc(Cl)s2)ccc1=O
  -20%	-1%	-14%	u	2	-6%	4%	1	42
> CC(=O)c1ccc(-c2c(C)cc3oc(=O)cc(-c4ccccc4)c3c2C)cc1
  0%	-3%	0%	-1%	1	-3%	-6%	-5	17
> O=C(COC(=O)c1cccnc1Cl)NCCc1ccccc1
  12%	5%	18%	-34%[inhibitor]	-22	0%	4%	-4	-3
> COc1ccc(CCC(=O)OCC(=O)c2ccc(C)cc2)cc1
  2%	6%	0%	-1%	-16	22%	-17%	4	0

Compound profiles (already shown). Order of screens: KB-V1 MDR tox	GLP-1R agonist	KB-3-1 tox	SW480 rereplic	D3 antag	HT1080-NT tox	HT1080 IDH1KD tx	D3 ag	IL1B secr inh
Record of COc1ccc(CCC(=O)OCC(=O)c2ccc(C)cc2)cc1 → 2%	6%	0%	-1%	-16	22%	-17%	4	0
Record of COc1cccc(NC(=O)N2CCC(NC(=O)C(Cc3ccccc3F)NC(C)=O)CC2)c1 (configuration not stated) → 7%	-4%	-3%	-3%	11	5%	1%	5	21

Additional results follow.
Order of results: KB-V1 MDR tox	GLP-1R agonist	KB-3-1 tox	SW480 rereplic	D3 antag	HT1080-NT tox	HT1080 IDH1KD tx	D3 ag	IL1B secr inh
> COc1cccc(C2CC(c3c(-c4ccccc4)c4cc(Cl)ccc4[nH]c3=O)=NN2S(C)(=O)=O)c1OC (configuration not stated)
  u	-18%	u	u	-30	u	18µM*	-12	u
> CCC(C(=O)NC1CCCCCC1)n1nc(C)c2c(C)n(-c3ccccc3)nc2c1=O (configuration not stated)
  u	-1%	0%	0%	-10	7%	0%	-16	0
> COc1ccc(S(=O)(=O)N2CCCC(C(=O)Nc3cccc(C(C)=O)c3)C2)cc1 (configuration not stated)
  u	-12%	-3%	13%	-24	-6%	-7%	0	-10
> Cc1ccc(F)c(NC(=O)CCc2ccccc2)c1
  -6%	-1%	0%	-4%	-3	12%	10%	-4	-17
> O=S(=O)(c1ccccc1Cl)N1CCC(O)(c2cccnc2)CC1
  u	8%	-4%	0%	-9	6%	5%	-2	8
> COc1ccccc1NS(=O)(=O)c1cc(NC(=O)c2ccc3c(c2)OCCO3)ccc1C
  -18%	-4%	-12%	-3%	-3	-4%	-3%	-4	13
> N=c1c2c(-c3ccccc3)c(-c3ccccc3)n(Cc3ccccc3)c2ncn1CCCn1ccnc1
  u	-56%[inhibitor]	u	u	-17	23µM*	23µM*	-15	-27
> Cc1nc2c(c(C)c1CCC(=O)NCc1ccccc1)c(=O)n(C)c(=O)n2C
  18%	-1%	9%	x	x	x	x	2	x
> O=C(CCC(=O)Nc1ccccc1)NNC(=O)c1cccs1
  9%	-10%	1%	-7%	3	2%	44%	7	13
> Cc1ccccc1NC(=O)c1cccc(NC(=O)CCC(=O)O)c1
  7%	-1%	0%	-3%	6	8%	0%	10	19
> COc1ccc(Cl)cc1C(=O)NNC(=O)c1n[nH]c2ccccc12
  u	-3%	2%	-7%	5	14%	9%	1	-5
> CCOc1ccccc1N1CCN(C(=O)c2cccc(-c3ccc(O)cc3)c2)CC1
  -21%	0%	-17%	0%	25	-17%	-11%	5	u
> COc1ccc(S(=O)(=O)c2snnc2C)cc1
  u	19%	-1%	14%	7	5%	0%	1	7
> CCOC(=O)c1c(NC(=O)C2C3C=CC(CC3)C2C(=O)O)sc(C)c1CC (configuration not stated)
  u	-3%	-28%	-4%	-8	-4%	-6%	-3	5
> C#CCn1cccc(C(=O)Nc2ccc(OC)cc2)c1=O
  -20%	3%	-7%	-9%	-8	10%	0%	-2	5
> Cc1cc(C)n2nc(CC(=O)NNC(=O)COc3cccc(C)c3C)nc2n1
  -2%	3%	1%	1%	1	2%	0%	-4	4
> O=C(Cn1cnc2c(cnn2-c2ccccc2)c1=O)NCCc1ccccc1
  -2%	-10%	17%	-1%	14	11%	4%	-3	-2
> Cc1cc(C)c(S(=O)(=O)NCCc2ccncc2)c(C)c1
  -2%	-4%	0%	-19%	18	0%	1%	5	7
> CC(=O)C1(O)C(C)CC2C3CC=C4CC(O)CCC4(C)C3CCC21C (configuration not stated)
  24%	5%	2%	-6%	3	3%	2%	17	-2
> COC(=O)N/N=C/c1ccc(-c2ccccc2Cl)o1
  6.5µM*	17%	u	-7%	13	-19%	-11%	-4	7
> COc1ccc([N+](=O)[O-])cc1NC(=O)CSc1ccc2ccccc2c1
  u	17%	-1%	u	1	u	-30%	3	16
> Cc1cc2nccnc2cc1C
  12%	-1%	23%	-1%	10	1%	4%	11	6
> COc1ccc(Br)cc1CN(C)C(=O)Cc1ccc(OC)c(S(=O)(=O)N2CCOCC2)c1
  0%	-24%	-16%	-5%	-12	-12%	-4%	-2	-1
> CN(C)c1ccc(-c2ccnc3c2CC(C)(C(=O)NCCC(F)(F)F)O3)cc1 (configuration not stated)
  u	-9%	u	x	0	-23%	-13%	-9	-17
> COc1ccc(CCN(C)C2CCCN(S(=O)(=O)N(C)C)C2)cc1OC (configuration not stated)
  0%	-4%	0%	-45%[1.84 µM]	22	1%	-3%	17	24
> COC(=O)CSc1ccc2nnc(-c3ccc(OC)c(OC)c3)n2n1
  8%	5%	8%	-5%	14	4%	0%	2	-16
> Cc1cc(N)n(-c2ccccn2)n1
  20%	-1%	1%	-7%	13	2%	-3%	6	1
> CCOC(=O)[C@]12CCC=C1N(Cc1ccc3c(c1)OCO3)C(=O)[C@H](CC(=O)NCc1cccs1)C2
  u	-1%	9%	x	1	6%	-11%	0	-8
> COc1ccc(S(=O)(=O)N2CCN(C(=O)COc3ccc(C)c(C)c3)CC2)cc1OC
  u	-11%	-5%	5%	-8	-3%	2%	6	-5
> Cc1nn(C)cc1S(=O)(=O)N1CCN(c2cccc(Cl)c2)CC1
  -17%	-9%	-7%	-23%	-10	1%	1%	-2	i
> Cc1cscn1
  4%	-5%	0%	-1%	13	27%	12%	27	28
> COc1ccccc1-c1cc(C(F)(F)F)nc(S(=O)(=O)CCCC(=O)N2CCCCC2C)n1 (configuration not stated)
  -29%	-13%	u	u	-88*	u	23µM*	-6	-97*
> Cc1ccc(N2CCN(C(=O)C3CCC(=O)N(Cc4ccc(Cl)cc4)C3)CC2)c(C)c1 (configuration not stated)
  x	13%	x	u	0	-8%	-13%	-10	-14
> Cc1cc(Br)cn2c(Cc3cccc(F)c3)c(C3CCCCC3)nc12
  16%	3%	0%	x	0	u	u	4	0
> CCc1ccc(OCC(=O)N(C)CCC#N)c(Br)c1
  u	7%	-2%	-9%	17	-4%[9.24 µM]	-26%	-5	-12
> COc1ccccc1NC(=S)Nc1cccc(F)c1
  10%	-6%	-1%	-23%	15	11%	6%	3	-2
> Cc1cc(C)c(S(=O)(=O)N2CCOC23CCN(S(C)(=O)=O)CC3)c(C)c1
  -17%	11%	-1%	x	19	6%	2%	2	20
